Source: PubChem
BRCA1 expr up – increases BRCA1 expression | MCF7-BRCA1-FFLuc reporter, luminescence, 48 h; response scale: scaled: vehicle 0%, 10 µM genistein 100% | Potency, µM (series often up to 46.1 µM), without a hit: at the highest dose activation, usual class: activators | 380,000 compounds, 1.1% hits | AID 624202; also: nearly all actives have a fitted effect of over 80% in size; some results filed as inactive show a strong effect at the top dose
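Reporter cells (MCF7, BRCA1 promoter-firefly luciferase) received library compounds across a concentration series for 48 h. End-point luminescence was measured and concentration-effect curves derived after normalization.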
p53 reactivation – restores transcriptional activity of mutant p53; Potency, µM (doses to about 92.2 µM), without a hit: top-dose activity change, positive = activation, hits mostly activators; 320,000 compounds, 0.063% hits; H1299 p53-A138V BP100-luciferase reporter, luminescence, 24 h; also: % of control where 0% means no effect; nearly all actives have a fitted effect of over 45% in size
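H1299 (p53-null), stable ts p53-A138V + BP100-Luc; 1000 cells/well, Opti-MEM/10% FBS; cpd 4 pt, 1:5; 24 h, 37 deg C, 5% CO2; detection reagent 10 min RT; luminescence.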
RORgamma inh – inhibitors of mouse ROR gamma transcriptional activity | 310,000 compounds, 5.4% hits | Potency, µM (titrated, usually from 53.6 µM), for the others: at the top dose activity change, negative = inhibition, hits mostly inhibitors | AID 2551 | Drosophila S2 Gal4-RORgamma UAS-luciferase reporter, 20 h | P51450; also: % is scaled to controls: 0 for no effect and ±100 for the full control effect; nearly all actives have a fitted effect of over 60% in size
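Read-out: Photinus luciferase luminescence; inhibitors lower reporter signal. Insect Schneider cells with Gal4-ROR gamma fusion under metallothionein promoter, UAS reporter; 700 uM final copper sulfate induction, 20 hr, ambient temperature.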
MBNL1 CUG block – MBNL1-poly(CUG) RNA binding inhibition | Q9NR56 | TR-FRET MBNL1-His/biotin-(CUG)12 binding, 665/545 ratio | Potency, µM (series often up to 57.5 µM), without a hit: top-dose activity change, negative = inhibition, hits mostly inhibitors | 280,000 compounds, 0.036% hits | AID 2675; active = well fitted inhibition curve with a large enough effect in the signal ratio, with a control signal flat, not every such curve was filed as active; inconclusive = small, poorly fitted or top-dose-only effect, or effect the other way, or a change in a side signal; inactive = no such curve, though single readings can be large or run the other way; the % refers to the signal ratio; also: % is scaled to controls: 0 for no effect and ±100 for the full control effect
Target sequence (Q9NR56 whole entry, looked up): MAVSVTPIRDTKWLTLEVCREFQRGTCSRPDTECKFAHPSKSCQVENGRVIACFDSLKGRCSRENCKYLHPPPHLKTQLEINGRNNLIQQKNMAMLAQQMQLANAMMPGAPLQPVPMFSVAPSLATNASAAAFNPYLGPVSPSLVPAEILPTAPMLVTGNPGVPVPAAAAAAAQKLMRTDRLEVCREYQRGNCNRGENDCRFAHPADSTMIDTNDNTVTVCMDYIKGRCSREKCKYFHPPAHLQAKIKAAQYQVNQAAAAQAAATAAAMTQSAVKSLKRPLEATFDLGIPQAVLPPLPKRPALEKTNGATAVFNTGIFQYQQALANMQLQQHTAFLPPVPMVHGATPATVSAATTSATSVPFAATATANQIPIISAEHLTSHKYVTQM
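Compounds (final 92 nM to 58 uM) are added to His-tagged MBNL1 and biotin-(CUG)12, then terbium anti-His antibody and streptavidin-XL665 (5 nM final). After 60 min at room temperature, the 665/545 nm ratio is read.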
ELG1 genotoxic – inducers of genotoxicity in HEK293T ELG1-luciferase cells; HEK293T ELG1-luciferase reporter, luminescence, 16 h; Potency, µM (highest dose often 46 µM), inactives show at the highest dose activity change, positive = activation, usual class: activators; 330,000 compounds, 1.3% hits; AID 504466; also: % of control where 0% means no effect; nearly all actives have a fitted effect of over 60% in size
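16 hr compound incubation (37 °C, 5% CO2) of HEK293T cells carrying luciferase-tagged ELG1; luciferase then measured by ONE-Glo luminescence after 30 min at RT.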
FLuc counter – counter-screen for miR-21 project: firefly luciferase inhibitors or activators | purified FLuc, Km substrates, luminescence inhibition | Potency, µM (titrated, usually from 57.5 µM), for inactives: at the highest dose activity change, negative = inhibition, usual class: inhibitors | 360,000 compounds, 6.9% hits | AID 588342;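 also: plate controls were vehicle for no effect and reference inhibitor for full effect; nearly all actives have a fitted effect of over 55% in size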
Target sequence (P08659 whole entry, looked up): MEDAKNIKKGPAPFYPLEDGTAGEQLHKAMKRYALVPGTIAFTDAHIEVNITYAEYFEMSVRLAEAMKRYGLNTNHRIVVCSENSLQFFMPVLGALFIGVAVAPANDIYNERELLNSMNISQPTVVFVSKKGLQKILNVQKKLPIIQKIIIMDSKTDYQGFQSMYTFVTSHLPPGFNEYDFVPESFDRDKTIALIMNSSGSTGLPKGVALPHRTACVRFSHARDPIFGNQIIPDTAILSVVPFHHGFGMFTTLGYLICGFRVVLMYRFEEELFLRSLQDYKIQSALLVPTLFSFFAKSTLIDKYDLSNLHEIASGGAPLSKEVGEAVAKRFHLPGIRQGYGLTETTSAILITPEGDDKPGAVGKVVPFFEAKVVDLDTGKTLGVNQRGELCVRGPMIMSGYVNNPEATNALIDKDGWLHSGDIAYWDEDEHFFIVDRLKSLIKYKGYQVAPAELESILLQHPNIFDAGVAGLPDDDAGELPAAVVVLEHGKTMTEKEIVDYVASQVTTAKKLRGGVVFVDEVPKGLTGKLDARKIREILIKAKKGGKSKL
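Purified P. pyralis luciferase, 10 nM final, with Km-level 10 uM D-luciferin and 10 uM ATP in 50 mM Tris acetate pH 7.5, 10 mM Mg acetate, 0.01% Tween-20, 0.05% BSA; 6-point qHTS titration about 60 µM downward; luminescence read.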
NPC1 promoter act – activators of NPC1 promoter | AID 485313 | Huh7 NPC1 promoter luciferase reporter, 24 h | Potency, µM (top dose mostly 9.22 µM), without a hit: at the highest dose activation, most hits filed as activators | 320,000 compounds, 2.4% hits;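 also: % of control where 0% means no effect; nearly all actives have a fitted effect of over 60% in size; reporter is driven by a mutant NPC1 promoter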
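Huh7 cells stably carrying NPC1 promoter–luciferase, plated in Opti-MEM with 10% FBS for 2 h, were exposed to compound in DMSO for 24 h at 37 °C; luciferase reagent was added for 10 min and luminescence read.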
VP16 counter – inhibits Gal4-VP16 luciferase reporter, ROR gamma counter-screen | Drosophila S2 Gal4-VP16 UAS-luciferase, luminescence, 20 h | 310,000 compounds, 3.5% hits | Potency, µM (highest dose often 53.6 µM), for inactives: top-dose activity, negative = inhibition, hits mostly inhibitors;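 also: Gal4-VP16 expression switched on by copper sulfate through the metallothionein promoter; % is scaled to controls: 0 for no effect and ±100 for the full control effect; nearly all actives have a fitted effect of over 50% in size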
uPA generation – inhibitors of cell surface uPA generation; cell surface uPA generation assay, qHTS; Potency, µM (series often up to 38.3 µM), inactives show top-dose activity change, negative = inhibition, hits mostly inhibitors; 330,000 compounds, 0.31% hits; AID 540303; active = well fitted inhibition curve with a large enough effect; inconclusive = small, poorly fitted or top-dose-only effect; inactive = no such curve, though single readings can be large or run the other way; tested in mouse RAW 264.7 cells; also: % is scaled to controls: 0 for no effect and ±100 for the full control effect; nearly all actives have a fitted effect of over 55% in size
Rab9 promoter act – Rab9 promoter activation. Huh7 Rab9 promoter-luciferase reporter, luminescence, 24 h. Potency, µM (highest dose often 9.22 µM), inactives show at the top dose activation, negative = inhibition, hits mostly activators. 320,000 compounds, 2.8% hits; also: % of control where 0% means no effect; nearly all actives have a fitted effect of over 60% in size
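Promoter activation is measured as luciferase luminescence in Huh7 cells stably transfected with a Rab9 promoter–luciferase construct, following 24 h compound exposure at 37 °C and 10 min reagent incubation at ambient temperature.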
An asterisk follows results filed as active; ? = inconclusive; nt = no result given; [ ] = dose if it differs, or a comment. Unless noted, calls follow the shape of the dose curve; as a rule, active = well fitted curve in the direction sought with a large enough effect; inconclusive = small, poorly fitted or top-dose-only effect, or another doubt; inactive = no such curve, though single readings can be large; an effect the other way counts as inactive or inconclusive. Potency is read from the fitted curve at half-maximal effect.

SMILES	BRCA1 expr up	p53 reactivation	RORgamma inh	MBNL1 CUG block	ELG1 genotoxic	FLuc counter	NPC1 promoter act	VP16 counter	uPA generation	Rab9 promoter act
Cc1c(NS(=O)(=O)c2cc(NC(=O)CCN3CCCC(C)C3)ccc2Cl)c(=O)n(-c2ccccc2)n1C (stereo unspecified)	3%	3%	-13%	3%	-8%	3%	-3%	0%	2%	-3%
COc1ccc([C@H]2CC(=O)C=C(/C=C/c3ccccc3)C2)cc1OC	-12%	-30%[inhibitor]	nt	nt	0%	-10%	1%	nt	-4%	-6%
O=C(N/N=C/c1ccnc2ccccc12)c1ccccc1O	64%	18%	-41%	?	15%	11µM*	15%	-12%	-3%	8%
COc1ccc(S(=O)(=O)NCCc2ccco2)cc1OC	7%	4%	0%	-9%	-2%	-5%	8%	-6%	6%	1%
COCCn1c(C)cc(C(=O)CSc2ncnc3sc4c(c23)CCC4)c1C	-14%	-2%	2%	4%	-4%	9%[2.3 µM]	18%	?	-3%	-12%
Cc1ccc(-c2cc(C(=O)N3N=C(C(F)F)CC3(O)C(F)F)c3ccccc3n2)cc1C (stereo unspecified)	-36%	?	?	-4%	-3%	7.6µM*	16%	?	-13%	1%
CC(C)n1cc(CN2CCC(Oc3ccc(C(=O)N4CCCC4)cc3)CC2)cn1	-3%	25%	-8%	7%	0%	-1%	0%	3%	1%	-4%
CC1=NN(c2ccccc2)C(=O)C1/C=C1\NC(=S)NC1=O (stereo unspecified)	-33%	-1%	3%	?	20%	?	1%	1%	-3%	3%
COc1ccc(-c2coc3c(CN4CCCCC4C)c(O)ccc3c2=O)cc1 (stereo unspecified)	-33%	-2%	5%	3%	2%	-8%	-5%	0%	-1%	-12%
CCCCN(C(=O)NC(=O)Nc1ccccc1C)S(C)(=O)=O	-14%	1%	-8%	1%	2%	-2%	3%	-2%	6%	-3%
COc1cc(-c2noc(CCCC(=O)NCc3ccccc3)n2)cc(OC)c1OC	-26%	-5%	24%	4%	1%	1%	-3%	3%	nt	-4%
CCCN=C1N(C)C[C@@H]2[C@@H]3C(=O)N(C)C(=O)[C@@H]3[C@](C)(C(=O)OC)N12	1%	16%	nt	nt	0%	nt	nt	nt	12%	nt
CC(Nc1nc(N2CCN(S(C)(=O)=O)CC2)nc2ccccc12)c1ccccc1 (stereo unspecified)	-31%	-5%	?	8%	-7%	1%	-1%	-4%	-3%	2%
CCn1c(/C=C2\C(=O)Nc3ccccc32)nc2ccccc2c1=O	-36%	-2%	13%	nt	-7%	4%	0%	-6%	-12%	1%
CCc1cc2c(=O)c(-c3ccc4c(c3)OCO4)coc2c(CN(C)C)c1O	-1%	4%	-8%	0%	0%	?	-4%	-4%	4%	3%[1.84 µM]
COc1ccc(C)cc1-n1nnnc1SCC(=O)N1CCC(C(=O)Nc2nccs2)CC1	-3%	?	-27%	-9%	2%	5%	-1%	?	nt	7%
CCCS(=O)(=O)N1CCN(C(=O)COc2ccccc2)CC1	5%	0%	?	-3%	0%	0%	2%	1%	nt	-8%
CS(=O)(=O)N1CCC(C(=O)Nc2ccc3c(c2)OCCO3)CC1	23%	3%	45%	11%	0%	-11%	-1%	9%	-5%	-2%
Cc1ccc(C)c2[nH]c(=O)c(CCNC(=O)c3cc4ccccc4o3)cc12	1%	0%	-59%	2%	-24%	4%	0%	13µM*	-4%	-9%
C=CCOC(=O)C1=C(C)OC(N)=C(C#N)C1c1ccccc1F (stereo unspecified)	2%	4%	0%	1%	3%	-13%	1%	11%	-9%	1%

Quoted at random: four entries already listed.
SMILES	BRCA1 expr up	p53 reactivation	RORgamma inh	MBNL1 CUG block	ELG1 genotoxic	FLuc counter	NPC1 promoter act	VP16 counter	uPA generation	Rab9 promoter act
Cc1ccc(C)c2[nH]c(=O)c(CCNC(=O)c3cc4ccccc4o3)cc12	1%	0%	-59%	2%	-24%	4%	0%	13µM*	-4%	-9%
COc1cc(-c2noc(CCCC(=O)NCc3ccccc3)n2)cc(OC)c1OC	-26%	-5%	24%	4%	1%	1%	-3%	3%	nt	-4%
CCCS(=O)(=O)N1CCN(C(=O)COc2ccccc2)CC1	5%	0%	?	-3%	0%	0%	2%	1%	nt	-8%
C=CCOC(=O)C1=C(C)OC(N)=C(C#N)C1c1ccccc1F (stereo unspecified)	2%	4%	0%	1%	3%	-13%	1%	11%	-9%	1%

Next entries:
SMILES	BRCA1 expr up	p53 reactivation	RORgamma inh	MBNL1 CUG block	ELG1 genotoxic	FLuc counter	NPC1 promoter act	VP16 counter	uPA generation	Rab9 promoter act
CC(=O)c1c(C)[nH]c(C(=O)Nc2cccc(S(=O)(=O)N3CCOCC3)c2)c1C	-71%	-9%	-26%	1%	?	-3%	-2%	-7%	-8%	1%
CCc1ccc(C2CC(c3ccccc3C)n3nc(N)nc3N2)cc1 (stereo unspecified)	-4%	-10%	16%	-4%	1%	2%	1%	-3%	8%	-5%
Cc1ccc(NS(=O)(=O)c2ccc(Br)cc2)nc1	-2%	-3%	16%	0%	-2%	-9%	-1%	4%	-8%	-9%
O=C(CNC(=O)c1ccccc1F)OCCCOC(=O)CNC(=O)c1ccccc1F	1%	3%	nt	nt	0%	-2%	-1%	nt	8%	11%
O=C(NC1CCCCNC1=O)c1ccc(Cl)cc1 (stereo unspecified)	67%	14%	?	1%	6%	?	15%	8%	-7%	19%
CC(C)(C)OC(=O)C(Cc1ccc(OC(C)(C)C)cc1)NC(=O)CNC(=O)CNC(=O)OCc1ccccc1 (stereo unspecified)	-5%	1%	?	3%	-10%	-1%	-2%	?	0%	-2%
COc1ccccc1C(=O)COC(=O)CN1C(=O)c2ccccc2C1=O	14%	-8%	-3%	7%	1%	-2%	-5%	-4%	1%	2%
C[C@@H]1C(c2ccccc2)=NN(c2ccc(Br)cc2)[C@H]1C(=O)N1CCOC1=O	-40%	19%	5%	nt	-2%	nt	nt	-3%	-18%	nt
Cc1cc(C(=O)Nc2cccc([N+](=O)[O-])c2)c(C)o1	13%	7%	12%	22%	0%	-20%	-5%	3%	2%	-1%
CCS(=O)(=O)N1CCN=C1SCc1ccccc1	6%	-1%	1%	2%	1%	0%	3%	-1%	2%	4%
CCOc1cc(/C=C2\SC(=N)N(c3nccs3)C2=O)ccc1OCCN1CCOCC1	-55%	-5%	0.56µM*	30%[11.5 µM]	11%	?	-5%	2.8µM*	-1%	-1%
CCCCN(CC)CCCNC(=S)Nc1ccc2nc(N3CCN(CC)CC3)cc(C)c2c1	-30%	?	-11%	-12%	9%	1%	-2%	-12%	0%	-6%
COC(C[C@H]1O[C@H]1[C@H](O)[C@@H](C)OCc1ccccc1)OC	15%	-2%	-26%	4%	4%	0%	-5%	1%	-8%	-2%
O=C1C(=Cc2ccc(Br)o2)C(=O)c2ccccc21	-37%	-5%	35%	16%	7%	13µM*	9%	20%	4%	22%
CN(Cc1ccccc1)C(=O)CN1C(=O)c2ccc([N+](=O)[O-])cc2C1=O	-8%	7%	-29%	?	-16%	1%	-4%	?	3%	-5%
COc1cccc(/C=C/C(=O)OCC(=O)N2CCN(c3ccccc3)CC2)c1	4%	4%	nt	nt	-6%	-1%	3%	nt	-1%	-9%
CN(C)c1cccc(C(=O)NCc2ccccc2Cl)c1	54%	6%	27%	0%	8%	-18%	2%	26%	1%	23%
CCCCN=C1NN=C(c2ccc(C)c(C)c2)CS1	?	19%	7.1µM*	2%	13%	24µM*	2.8µM*	13µM*	-8%	1.6µM*
Cc1cccc(N=C2NC(=O)S/C2=C\c2ccco2)c1	-53%	8%	30%	?	-1%	-7%	1%	0%	-2%	-2%
O=C(C1CCN(Cc2cn[nH]c2-c2ccc(F)cc2F)CC1)N1CCOCC1	-25%	0%	0%	9%	1%	0%	-1%	-2%	-4%	-16%
COc1cc(/C=N/NC(=O)C2=NNC(=O)C2C)ccc1O (stereo unspecified)	15%	7%	-11%	?	-1%	?	3%	?	2%	1%

Rab9 promoter act, hit marks shown above.
Compound	p53 reactivation	MBNL1 CUG block	NPC1 promoter act	uPA generation	Rab9 promoter act
CCCCN=C1NN=C(c2ccc(C)c(C)c2)CS1	19%	2%	2.8µM*	-8%	1.6µM*

An excerpt of these results, comma-delimited.
canonical_smiles,BRCA1 expr up,p53 reactivation,RORgamma inh,MBNL1 CUG block,ELG1 genotoxic,FLuc counter,NPC1 promoter act,VP16 counter,uPA generation,Rab9 promoter act
CCS(=O)(=O)N1CCN=C1SCc1ccccc1,6%,-1%,1%,2%,1%,0%,3%,-1%,2%,4%
CCCCN=C1NN=C(c2ccc(C)c(C)c2)CS1,?,19%,7.1µM*,2%,13%,24µM*,2.8µM*,13µM*,-8%,1.6µM*
